Screens: PubChem, several laboratories
Efa HMGR inh: inhibitors of E. faecalis class II HMGR, primary screen, biochemical, Enterococcus faecalis | 0.41% of 190,000 active | inhibition, % at 10 µM | purified E. faecalis HMGR, NADPH absorbance 340 nm kinetic;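 active = inhibition above a set limit, the median over all tested compounds plus 3 SD, cut at about 9.5% in these data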;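 also: enzyme runs in reverse so mevalonate oxidation gives rising NADPH absorbance; 0% = complete reaction with DMSO and 100% = background rate lacking mevalonate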
APP transl inh: inhibitors of APP translation via 5'UTR reporter, primary screen, APP 5'UTR luciferase, SH-SY5Y cells; SH-SY5Y APP 5'UTR-luciferase reporter, luminescence; AID 1285, 2008; 0.82% of 190,000 active; inhibition, % at 2 µM;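 active = inhibition above a set limit, derived from the sample mean plus 3 SD, cut at about 45% in these data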; also: values of inactives mirror those of a sister screen read the other way
Redox H2O2 prof: compounds producing H2O2 with reducing agent – biochemical, NIH compound library profiling, artefact control for MLSCN library redox annotation, primary screen; DTT-dependent redox cycling H2O2, phenol red/HRP absorbance; 100% = 100 µM peroxide control, 0% = buffer; activation, % at 10 µM; 0.03% of 200,000 active; AID 878, 2007;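 active = activation of at least 50% relative to the plate's high and low controls in the primary single-dose screen; inactive = activation below 50%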;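 also: compound incubated with DTT at 0.8 mM final as the reducing agent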
APP 5'UTR act: activators of APP 5'UTR luciferase reporter, primary screen, SH-SY5Y cells; SH-SY5Y APP 5'UTR luciferase reporter, luminescence; zero percent = DMSO vehicle wells; activation, % at 2 µM; 1% of 190,000 active;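 active = activation above a set limit, based on mean plus 3 SD of controls, cut at about 140% in these data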; also: values of inactives mirror those of a sister screen read the other way
Hsp70 act: Hsp70 transcriptional activators, primary screen, cell-based, HeLa, Hsp70 promoter luciferase, luminescence, 10 µM; HeLa Hsp70 promoter luciferase reporter; scaled: vehicle 0, proteasome-inhibitor control 100%; 0.04% of 200,000 active; activation, % at 10 µM;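 active = activation above the mean across all tested compounds plus 3 SD, cutoff set per campaign, cut at about 5.5% in these data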;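 also: 100% = MG132 at 30 µM as the positive control and 0% = DMSO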
FLuc inhib CS: firefly luciferase enzyme inhibitors, primary screen, artefact control for luciferase-based inhibitor screens, biochemical, luminescence, ATPLite; AID 1006, 2008; 1.5% of 200,000 active; 10 min; inhibition, % at 10 µM; Luciferin 4-monooxygenase (Photinus pyralis), P08659;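 active = inhibition above about 50% when tested at 10 µM, limit read from the data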
Target sequence (P08659 whole entry, looked up): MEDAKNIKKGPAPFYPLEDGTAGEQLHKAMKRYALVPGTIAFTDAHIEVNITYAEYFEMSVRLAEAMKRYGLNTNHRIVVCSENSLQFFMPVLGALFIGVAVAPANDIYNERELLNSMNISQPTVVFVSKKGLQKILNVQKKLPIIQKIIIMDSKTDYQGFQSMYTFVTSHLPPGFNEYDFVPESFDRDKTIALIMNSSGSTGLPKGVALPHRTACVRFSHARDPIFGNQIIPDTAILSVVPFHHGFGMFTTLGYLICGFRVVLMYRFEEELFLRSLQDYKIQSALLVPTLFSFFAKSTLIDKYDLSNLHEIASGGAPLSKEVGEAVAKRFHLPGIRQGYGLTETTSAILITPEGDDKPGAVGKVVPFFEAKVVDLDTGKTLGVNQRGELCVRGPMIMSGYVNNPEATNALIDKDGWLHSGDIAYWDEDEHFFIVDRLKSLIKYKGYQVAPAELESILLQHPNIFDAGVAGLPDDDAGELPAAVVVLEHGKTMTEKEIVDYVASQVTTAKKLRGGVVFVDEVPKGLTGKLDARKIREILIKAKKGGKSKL
FLuc stim CS: FLuc activators, initial screening, artefact control for FLuc-dependent activation tests, biochemical, ATPlite luminescence. ATPlite luciferase biochemical, 10 min; 0 = ATP-free wells, 1 = DMSO control. Luciferin 4-monooxygenase (Photinus pyralis), P08659. AID 1027, 2008. activation factor at 10 µM. 200,000 tested, under 10 active;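 active = luciferase activation factor, scaled between plate controls, of at least 2 with compound at 10 µM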
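Assay system – cell-free luciferase reagent · Medium – PBS-based ATP solution · Dosing – test compounds dosed from 2 mM stocks in 100% DMSO · Timing – 10 min, room temperature · Technique – light output (luminescence) · Measure – luminescence gain marking luciferase activators · Controls – No-ATP low control, compound-free enzyme-plus-ATP high control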
NF-kB neuron act: activators of NF-kB expression in neurons, primary screen, cell-based, HTS. fold change at 12.5 µM. 1.6% of 190,000 active. human neuronal cells, NF-kB reporter expression; hits give high values; in the data active = fold change above about 3.3
STAT1 activator: STAT1 signaling activators, primary screen, cell-based, HTS, luciferase reporter; activation (% of control), % at 5.5 µM; NIH 3T3 STAT1-luciferase reporter, IFN-gamma, luminescence; 100% = IFN-gamma alone, no compound; 2.6% of 200,000 active; AID 932, 2007;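 active = activation above the screen-wide mean activation plus 3 SD, cut at about 130% in these data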;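 also: raw ratio to IFN-gamma control signal so 100% means no change and 0% no light; values of inactives mirror those of a sister screen read the other way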
G6PDH counter: L. mesenteroides G6PDH inhibitors, counter-screen for G6PDH-coupled screening assays, biochemical, Leuconostoc mesenteroides enzyme; 0.12% of 200,000 active; AID 1020, 2008; inhibition, % at 5 µM; Purified L. mesenteroides G6PDH, diaphorase/resazurin coupled fluorescence, 45 min; in the data active = inhibition above about 50%
An asterisk follows results filed as active; nt = not tested or not shown.

SMILES	Efa HMGR inh	APP transl inh	Redox H2O2 prof	APP 5'UTR act	Hsp70 act	FLuc inhib CS	FLuc stim CS	NF-kB neuron act	STAT1 activator	G6PDH counter
Oc1ccc(C=Nc2ccccc2-c2nc3ccccc3[nH]2)cc1	0	-30	0.6	30	-0.2	12	0.9	2	120	4
Cc1[nH]c2ccccc2c1C(=O)C(=O)NCc1cccs1	-9	-2	-0.9	2	0.0	-2	1	1	107	2
c1cnc(SCCOc2ccc3c(c2)CCC3)nc1	-5	nt	0.4	nt	0.1	17	0.8	7.2*	150*	3
COc1ccccc1NC(=O)N(Cc1ccco1)Cc1cc2cccc(C)c2[nH]c1=O	0	19	2.1	-19	0.0	-1	1	0.57	98	-9
C/C(=N\Nc1ccccn1)c1ccc(N2CCOCC2)cc1	-2	-46	-0.4	46	0.1	31	0.7	3.1	141*	8
O=c1oc2ccccc2c(N2CCCC2)c1CN1CCCC1	-7	nt	0.3	nt	-0.5	-8	1.1	0.98	99	11
Cc1ccc(COCCN2CCN(S(=O)(=O)c3ccc(C)cc3)CCC2=O)cc1	-3	-8	0.2	8	-0.2	-1	1	0.89	104	11
Cc1cc(F)c(F)c(C(=O)N2CCOCC2)c1	0	-2	-0.6	2	-0.1	3	1	1.2	88	18
O=C(CSc1ccc(-c2cccs2)nn1)NCCc1ccccc1	-4	4	0.0	-4	-0.4	6	0.9	0.93	96	12
COc1cc(C(=O)COC(=O)Cc2cnc3sccn23)cc(OC)c1OC	4	-18	-0.2	18	-0.2	-11	1.1	0.92	102	5
Cc1ccc(CNC(=O)c2ccc(CNc3c(N4CCCC4)c(=O)c3=O)cc2)cc1	-3	1	-2.7	-1	-0.2	2	1	0.93	91	-2
C=CCC1NCCc2c(Br)cccc21 (stereo unspecified)	0	-26	-1.3	26	0.2	-7	1.1	0.91	95	2
Cc1nn(-c2nc(-c3ccco3)cc(C(F)(F)F)n2)c(C)c1Br	-8	nt	0.9	nt	-0.4	-2	1	1.2	96	-5
CCN(C(=O)COc1cc(=O)n(CC)c2ccccc12)c1cccc(Cl)c1	2	17	1.6	-17	0.0	7	0.9	1	96	-6
CCCCNC(=O)c1sc(=S)n2c1[nH]c(=O)c1ccccc12	-3	5	2.6	-5	0.1	-5	1	0.85	108	4
CC(C)[C@H](NS(=O)(=O)c1ccccc1)C(=O)OCC(=O)N1N=C(c2ccc(Cl)cc2)CC1c1ccco1 (stereo partly specified)	0	-8	-0.2	8	-0.4	-5	1	0.95	99	9
COCC(C)n1c(SCC(=O)N2CCc3ccccc3C2)nc2ccccc2c1=O (stereo unspecified)	1	-6	0.0	6	-0.3	-7	1.1	0.79	100	2
CCOc1ccc(N(CC)S(=O)(=O)c2ccc3c(c2)oc(=O)n3C)cc1	3	10	0.6	-10	-0.4	-2	1	0.84	84	0
COCCn1nnnc1C(c1ccc(O)c(OC)c1)N1CCc2ccccc2C1 (stereo unspecified)	-1	-5	0.6	5	-0.2	-4	1	0.97	100	6
O=C(CNC(=O)c1ccc([N+](=O)[O-])cc1)c1ccccc1	-1	-76	1.7	76	-0.1	8	0.9	1.7	134*	4
Cc1cccc(Cn2nc(C)cc2NC(=O)CCCn2ccc([N+](=O)[O-])n2)c1	8	-2	-0.8	2	0.4	-6	1.1	1.1	91	4
CCn1ccnc1CNCc1cn(-c2cc(C)ccc2C)nc1-c1ccccc1	-7	-14	0.0	14	-0.1	-5	1	0.85	96	4
CN(C)S(=O)(=O)c1ccc(Cl)c(NC(=O)COC(=O)/C=C/c2ccc(S(=O)(=O)N3CCOCC3)cc2)c1	-5	-8	-0.3	8	-0.2	-4	1	0.76	103	-10
Cc1ccc2cc(C#N)c(SCC(=O)NCc3ccco3)nc2c1	0	-11	3.4	11	0.3	-5	1.1	1.3	104	0
Cc1c(C(=O)NCC2COc3ccccc3O2)oc2ccc(S(=O)(=O)N3CCOCC3)cc12 (stereo unspecified)	1	0	2.4	0	-0.3	-5	1	0.23	109	-7
COc1ccc(NC(=O)COC(=O)Cc2c(F)cccc2Cl)cc1	0	6	0.0	-6	-0.2	-2	1	1.6	103	7
C=CCN1C(=O)C(Cc2ccc(F)cc2)S/C1=N/N=C/c1cccs1 (stereo unspecified)	-3	7	2.9	-7	-0.5	-4	1	1	109	3
c1csc(-c2nnc(Cc3cccc4ccccc34)o2)c1	-6	0	-0.9	0	-0.2	0	1	1.2	94	5
COc1ccc(OC)c(S(=O)(=O)Nc2ccccc2F)c1	0	-4	1.4	4	-0.3	-1	1	0.97	91	-4
CCCCn1c(N)c(N(CC)C(=O)c2cc(OC)cc(OC)c2)c(=O)[nH]c1=O	-1	-8	-1.9	8	-0.1	3	1	1.1	103	7
Cc1cc(C)n(-c2ccc(Oc3ccccc3)c(S(=O)(=O)O)c2)n1	-2	-16	-0.2	16	-0.4	-3	1	0.94	104	1
O=c1cc(CSc2ccccc2)nc(-c2ccncc2)[nH]1	4	-14	-0.7	14	-0.1	-5	1	0.99	101	6
Cc1ccc(-c2cccc(NC(=O)C3C(C(=O)O)[C@@H]4C=C[C@H]3C4)c2)o1 (stereo partly specified)	-3	-11	1.1	11	-0.1	4	1	1.1	106	9
O=C(N1CCOCC1)N1CCC(NC(=O)C23CC4CC(CC(C4)C2)C3)CC1	4	-3	2.2	3	0.0	-6	1.1	1.2	93	-2
Cc1nc2ccc(S(=O)(=O)NC(C(=O)NCc3ccc4c(c3)OCO4)C(C)C)cc2s1 (stereo unspecified)	0	16	-1.2	-16	-0.3	-3	1	0.99	97	-2
Clc1ccc2[nH]cc(-c3nnnn3-c3ccccc3)c2c1	2	9	-4.1	-9	0.0	-2	1	1.4	97	4
CC(C)(C)c1ccc(C(=O)N2CCN(CCNC(=O)C(=O)NCc3ccccc3)CC2)cc1	2	0	-0.7	0	-0.3	-3	1	1.1	87	11
CCC(C)[C@H](NC(=O)NC(C)C)C(=O)O (stereo partly specified)	-5	1	0.1	-1	-0.5	-3	1	1.2	95	2
COc1ccc(CCNC(=O)COC(=O)/C=C/c2cccs2)cc1OC	-4	7	-1.2	-7	0.0	-7	1.1	0.93	91	0
CCN(CC(=O)Nc1ccccc1OC)C(=O)Cn1cnc2ccccc2c1=O	-2	-9	-3.8	9	0.0	-1	1	0.96	94	4
C/C(=N/NC(=O)CSc1nc2ccccc2n1C)c1ccc(O)cc1	-3	-2	0.3	2	-0.1	-1	1	0.93	100	2
COc1ccc(OC)c(S(=O)(=O)N(C)CC(=O)Nc2ccc3c(c2)OCCO3)c1	-3	-6	3.3	6	-0.4	-5	1.1	0.72	88	-12
COC(=O)CC1=NN(c2nc(C)cc(C)n2)C(=O)C1	-1	22	-0.4	-22	0.4	-10	1.1	1	108	-1
Cc1cc(NC(=O)C(=O)c2cn(C)c3ccccc23)no1	-1	-1	-0.4	1	-0.2	3	1	1.3	126	8
COc1ccc(/C=C2\CCCc3c2nc2ccccc2c3C(=O)OCC(=O)c2c(N)n(C)c(=O)n(C)c2=O)cc1	3	5	0.0	-5	-0.3	-9	1.1	0.34	100	-6
COC(=O)Nc1ncc(CN2CCC(c3ccccc3)CC2)s1	-5	-11	2.6	11	-0.1	-2	1	1.4	98	-2
O=C1CCC(=O)N1c1ccc(NCCc2cccc(F)c2)c([N+](=O)[O-])c1	-4	14	-0.4	-14	-0.1	-5	1.1	1.4	96	2
CC1=NC(C)Cc2ccccc21 (stereo unspecified)	-8	-10	-1.0	10	0.3	-7	1.1	1.1	97	15
COc1ccc(-c2nnc(SCC#CCO)o2)cc1OC	0	-1	0.0	1	-0.1	-9	1.1	0.89	90	-18
O=C(c1ccccc1)c1ccc2nc[nH]c2c1	-1	11	3.0	-11	-0.1	2	1	1.3	104	-12
O=C(COC(=O)c1ccc(F)c(S(=O)(=O)N2CCCCC2)c1)NCc1ccc(F)cc1	-4	-14	-1.2	14	-0.2	2	1	0.92	96	7
Cc1onc(-c2ccccc2)c1C(=O)NC(=S)NNC(=O)c1ccncc1	-2	-16	0.6	16	-0.3	-3	1	1	99	0
Cn1c(=O)c2c(ncn2CC(=O)N/N=C/C=C/c2ccccc2)n(C)c1=O	-2	-3	0.6	3	-0.2	-8	1.1	1.1	121	-6
COc1ccc(N2CC(C(=O)OC(C)C(=O)c3ccccc3)CC2=O)cc1 (stereo unspecified)	-3	-9	0.2	9	-0.5	-7	1.1	1.1	102	5
O=C(c1ccccc1)N1N=C(c2ccccc2)CC1c1ccccc1[N+](=O)[O-] (stereo unspecified)	-3	17	0.5	-17	-0.3	-8	1.1	0.97	92	-1
CCC(C)c1ccccc1NC(=O)COC(=O)c1ccc(C)c(NC(=O)c2ccco2)c1 (stereo unspecified)	1	4	0.0	-4	0.3	-4	1	0.99	101	2
COCCSc1ccccc1C(=O)N1CCN(c2ccccc2)CC1	9	2	0.0	-2	-0.3	-8	1.1	1	101	9
O=[N+]([O-])c1cccc(N=NN(CCO)c2cccc([N+](=O)[O-])c2)c1	0	2	0.0	-2	-0.4	-2	1	0.87	104	0
O=C(NCc1ccccc1Cl)C1CCCN(c2nc3ccsc3c(=O)s2)C1 (stereo unspecified)	-1	3	-3.5	-3	-0.2	-7	1.1	1.2	93	-3
O=C(CC1SC(=O)N(Cc2ccccc2)C1=O)Nc1nccs1 (stereo unspecified)	0	2	0.3	-2	-0.4	-6	1.1	1.3	93	-4

Three entries out of the list above, arranged by the value under Redox H2O2 prof, falling.
mol | Efa HMGR inh | APP transl inh | Redox H2O2 prof | APP 5'UTR act | Hsp70 act | FLuc inhib CS | FLuc stim CS | NF-kB neuron act | STAT1 activator
O=C(c1ccccc1)N1N=C(c2ccccc2)CC1c1ccccc1[N+](=O)[O-] (stereo unspecified) | -3 | 17 | 0.5 | -17 | -0.3 | -8 | 1.1 | 0.97 | 92
C/C(=N/NC(=O)CSc1nc2ccccc2n1C)c1ccc(O)cc1 | -3 | -2 | 0.3 | 2 | -0.1 | -1 | 1 | 0.93 | 100
O=C(COC(=O)c1ccc(F)c(S(=O)(=O)N2CCCCC2)c1)NCc1ccc(F)cc1 | -4 | -14 | -1.2 | 14 | -0.2 | 2 | 1 | 0.92 | 96

(more compounds)
SMILES	Efa HMGR inh	APP transl inh	Redox H2O2 prof	APP 5'UTR act	Hsp70 act	FLuc inhib CS	FLuc stim CS	NF-kB neuron act	STAT1 activator	G6PDH counter
Cc1cc(C)c2c(CC(=O)N(CCC#N)Cc3cccnc3)coc2c1	-8	14	3.0	-14	-0.5	0	1	1.2	98	-2
O=C(N/C=N/O)C1=NOC(CNc2ncc(C(F)(F)F)cc2Cl)C1 (stereo unspecified)	-5	-11	0.1	11	0.0	-6	1.1	1.3	105	4
COc1ccc(C(=O)Cn2nnc(-c3ccccc3-n3cnnn3)n2)cc1	-4	-24	2.1	24	0.3	-5	1	1	98	0
Cc1ccccc1OCc1nc(-c2cccnc2)no1	0	-9	0.7	9	-0.2	18	0.8	0.99	128	5
